Screening results as filed in PubChem BioAssay.
NF-kB expr up: raises NF-kB expression in human neuronal cells; actives 1.6% (n = 190,000); NF-kB reporter expression; active compounds read high; fold change at 12.5 µM; in the data active = fold change above about 3.3
FLuc inhib CS: Photinus pyralis luciferase inhibition counter-screen; ATPLite firefly luciferase biochemical luminescence, 10 min; inhibition, % at 10 µM; actives 1.5% (n = 200,000); AID 1006;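 active = inhibition above about 50% when tested at 10 µM, limit read from the data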
Target sequence (P08659 whole entry, looked up): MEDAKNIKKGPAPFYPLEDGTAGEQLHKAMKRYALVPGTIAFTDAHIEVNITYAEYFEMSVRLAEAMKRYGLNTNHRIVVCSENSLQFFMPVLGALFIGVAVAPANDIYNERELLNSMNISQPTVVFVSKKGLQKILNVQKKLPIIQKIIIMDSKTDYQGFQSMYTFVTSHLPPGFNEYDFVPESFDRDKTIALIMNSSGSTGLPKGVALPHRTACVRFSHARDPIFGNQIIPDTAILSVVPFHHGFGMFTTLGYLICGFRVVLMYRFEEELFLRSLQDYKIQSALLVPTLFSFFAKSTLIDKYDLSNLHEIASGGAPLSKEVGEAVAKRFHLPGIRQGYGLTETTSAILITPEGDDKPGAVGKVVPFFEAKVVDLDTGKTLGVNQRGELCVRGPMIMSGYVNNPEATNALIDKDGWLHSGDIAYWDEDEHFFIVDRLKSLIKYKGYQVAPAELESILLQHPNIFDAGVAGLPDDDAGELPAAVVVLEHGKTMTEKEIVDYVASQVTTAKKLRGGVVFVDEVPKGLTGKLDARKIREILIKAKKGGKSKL
Hsp70 activator: switches on Hsp70 transcription. actives 0.04% (n = 200,000). activation, % at 10 µM. HeLa Hsp70 promoter luciferase reporter, luminescence; scaled: vehicle 0, proteasome-inhibitor control 100%. AID 1203;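 active = activation above the mean across all tested compounds plus 3 SD, cutoff set per campaign, cut at about 5.5% in these data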;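 also: 100% = MG132 at 30 µM as the positive control and 0% = DMSO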
APP 5UTR inh: APP translation inhibition; SH-SY5Y APP 5'UTR-luciferase reporter, luminescence; inhibition, % at 2 µM; actives 0.82% (n = 190,000); AID 1285;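 active = inhibition above a set limit, derived from the sample mean plus 3 SD, cut at about 45% in these data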; also: values of inactives mirror those of a sister screen read the other way
STAT1 act: activators of IFN-gamma induced STAT1 signaling | NIH 3T3 STAT1-luciferase reporter, luminescence; 100% = IFN-gamma alone, no compound | activation (% of control), % at 5.5 µM | actives 2.6% (n = 200,000);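 active = activation above the screen-wide mean activation plus 3 SD, cut at about 130% in these data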;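 also: raw ratio to IFN-gamma control signal so 100% means no change and 0% no light; values of inactives mirror those of a sister screen read the other way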
STAT3 inh: STAT3 signaling inhibition | actives 0.89% (n = 190,000) | U3A cells, IL-6 STAT3-luciferase reporter, luminescence; host cell line lacks STAT1 | inhibition, % at 5.5 µM;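 active = inhibition above the mean inhibition across all screened compounds plus 3 SD, cut at about 44% in these data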;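 also: 0% = DMSO only wells and 100% = 100 µM nifuroxazide control wells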
STAT1 blocker: reduces IFN-gamma driven STAT1 reporter signal; NIH 3T3 STAT1-luciferase reporter, luminescence; inhibition, % at 5.5 µM; actives 0.35% (n = 200,000);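 active = inhibition above a set limit, the mean inhibition across all tested compounds plus 3 SD, cut at about 34% in these data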;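 also: 0% = IFN-gamma with DMSO and 100% = IFN-gamma with 300 µM nifuroxazide; values of inactives mirror those of a sister screen read the other way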
STAT3 act: STAT3 signaling activation; U3A cells, IL-6 STAT3-luciferase reporter, luminescence; 100% = signal with IL-6 EC80 alone; activation (% of control), % at 5.6 µM; actives 0.91% (n = 190,000);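 active = activation above the screen-wide mean of compound activation plus 3 SD, cut at about 130% in these data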;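 also: 0% = background luminescence of wells with medium and substrate only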
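Material: human STAT1-deficient U3A cells with stable STAT3-luciferase reporter / Probe or stimulus: IL-6 stimulus at 33 ng/mL final / Schedule: 1 h compound pre-exposure, 6 h IL-6 stimulation, 37 °C / Technique: luminescence / Read-out basis: percent of IL-6-only median luminescence / Control set: IL-6-only high control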
RAM inhibit: blocks the yeast RAM network; inhibition, % at 50 µM; actives 1.8% (n = 190,000); S. cerevisiae dse1pr::URA3 reporter, 5-FOA growth OD615, 2 d; analog-sensitive cbk1-as2 kinase mutant strain;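 active = inhibition above a set limit, 3 SD over mean compound inhibition, cut at about 8.4% in these data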;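 also: 0% = DMSO-only wells with no growth and 100% = 10 µM 1-NA-PP1 full growth; inhibition rescues growth on 5-FOA so higher OD means more RAM inhibition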
APP 5'UTR act: APP 5'UTR luciferase reporter activation; actives 1% (n = 190,000); AID 1276; SH-SY5Y APP 5'UTR luciferase reporter, luminescence; zero percent = DMSO vehicle wells; activation, % at 2 µM;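 active = activation above a set limit, based on mean plus 3 SD of controls, cut at about 140% in these data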; also: values of inactives mirror those of a sister screen read the other way
* = called active by the depositor; . = not tested or not shown.

SMILES	NF-kB expr up	FLuc inhib CS	Hsp70 activator	APP 5UTR inh	STAT1 act	STAT3 inh	STAT1 blocker	STAT3 act	RAM inhibit	APP 5'UTR act
COc1cc2c(cc1OC)C(=O)NCC(C)(C)O2	1.1	-9	-0.3	-21	97	10	3	95	0.1	21
c1csc(-c2nnc(N3CCOCC3)c3ccccc23)c1	0.94	1	-0.3	16	99	0	2	102	1.2	-16
COc1ccccc1NC(=O)c1ccccc1C(=O)O	1	-3	0.0	-16	96	-2	2	104	0.4	15
C=C(C)Cn1c(CCn2c3ccccc3c3ccccc32)n[nH]c1=S	0.97	-6	-0.4	2	101	3	-1	98	4.2	-3
COc1cc(NC(=O)c2ccc(F)cc2)c(OC)cc1Cl	1.3	-6	-0.2	8	91	-21	6	121	1.3	-8
CC1CCCN(S(=O)(=O)Cc2ccc(Cl)cc2)C1 (configuration not stated)	1.2	-5	-0.3	-9	103	13	-3	89	0.7	9
CCOc1ccc2nc(N3CCCC(C(=O)NCCCN4CCOCC4)C3)sc2c1 (configuration not stated)	1.3	22	-0.3	-11	88	4	14	97	-1.5	11
O=C(CN1CCCN(Cc2ccc(F)cc2Cl)C1=O)NC1CCCCCC1	0.99	-4	-0.1	5	95	12	5	95	1.5	-5
CCn1c(=O)cc(OCC(=O)NC(C)c2ccc3c(c2)OCCO3)c2ccccc21 (configuration not stated)	0.92	-5	-0.5	-2	94	9	9	93	-0.7	2
COc1ccc(C2NC(=S)NC3=C2CCCC3=C2SCCS2)cc1 (configuration not stated)	2.9	-4	0.1	5	74	30	28	80	2.1	-5
COc1cccc(-c2nnc(SC(C(=O)c3c[nH]c4ccccc34)c3ccccc3)n2C)c1 (configuration not stated)	0.68	-1	-0.1	7	94	7	7	94	5.6	-7
NC(=O)c1ccc(NS(=O)(=O)c2ccccc2F)cc1	0.92	-4	-0.2	-19	97	8	2	99	2.7	19
CC(C)C(=O)NC(=S)Nc1ccc(S(=O)(=O)Nc2nccs2)cc1	1.4	-2	-0.4	-5	105	6	-6	98	1.5	5
Cc1cc(OC(=O)c2ccccc2)n(CCC#N)n1	1.1	-8	-0.3	-2	93	-5	7	106	0.1	2
Cc1cc(C)cc(C(=O)OCC(=O)Nc2cccc(S(=O)(=O)NC3=NCCCCC3)c2)c1	0.73	-3	0.0	-6	103	1	-3	102	4.2	6
COc1ccc(-c2csc(Nc3ccc(S(=O)(=O)Nc4cc(C)on4)cc3)n2)cc1C	1	-7	-0.2	-22	101	10	-1	93	5.7	23
CC(C)N1C(=O)CSC1c1ccc(Br)cc1 (configuration not stated)	1.1	-2	-0.4	-8	96	7	4	96	0.9	8
CNS(=O)(=O)c1cccc(C(=O)OCC(=O)Nc2cc(F)ccc2F)c1	1	1	-0.1	1	104	2	-6	100	4.2	-1
CC(C)(C)c1nc2cc(Cl)c([N+](=O)[O-])cc2o1	0.86	-7	0.8	-12	104	4	-6	100	-0.1	11
C#CCOCCOCCOCCNc1nc(N2CCN(C(=O)[C@H](CCCCN)n3cc(C(N)CC(C)C)nn3)CC2)nc(N2CCN(C(=O)[C@H](CCC(=O)O)n3cc(C(N)[C@H](C)CC)nn3)CC2)n1 (some centres not stated)	1.2	-1	-0.1	-7	93	.	9	.	-1.0	7
CCC(=O)Nc1ccc(C(=O)CSc2nnc(CNc3ccc(Cl)cc3)o2)cc1OC	0.68	-8	-0.8	14	88	42	13	69	4.8	-14
Cc1nnc(NC(=O)c2csc3c2CCC(C)C3)s1 (configuration not stated)	1.4	10	-0.2	-32	97	8	2	95	2.8	32
CCN(CCNC(=O)c1cc(C)nn1-c1ccccc1)c1ccccc1	0.96	-6	-0.5	5	93	-5	5	103	0.0	-5
CCOc1ccc(S(=O)(=O)Nc2ccc(C(=O)N/N=C/c3c(C)nn(-c4ccccc4)c3N3CCCC3)cc2)cc1	1.2	-7	-0.1	-6	94	-8	7	111	4.5	6
CC(C)Cn1c(CCCNC(=O)c2ccc(F)cc2)nc2ccccc21	0.85	-7	-0.2	20	92	16	9	94	-0.1	-20
O=C(NCc1ccccc1)c1ccco1	1.1	-4	0.7	-11	103	5	-4	97	0.5	11
C[C@H](NC(=O)NCc1cccs1)C(=O)O	0.98	-5	0.0	6	102	2	-2	102	-0.7	-6
CC(C)CC(=O)N1CCN(S(=O)(=O)c2ccc(Cl)cc2)CC1	1.4	-7	-0.3	11	98	1	1	101	0.6	-11
O=c1[nH]c(CSc2ncc(C(F)(F)F)cc2Cl)nc2ccccc12	1.4	-4	0.5	-37	105	26	-5	84	2.8	37
c1csc(-c2nc(-c3ccncc3)no2)c1	1.9	18	0.1	-55	130*	17	-32	91	1.2	55
CCCCOC(=O)C1=C(C)Nc2ncnn2C1c1ccc(OC)c(OC)c1OC (configuration not stated)	1.3	-6	-0.5	-3	102	2	-2	103	0.8	3
Cc1cc(C)n(-c2nc(NC(C)C)nc(NC(C)C)n2)n1	0.72	-3	-0.2	0	107	1	-8	105	5.2	0
O=c1cc(NCCCO)c2ccccc2o1	1.7	-1	-0.2	-11	105	-7	-5	103	1.6	11
O=C(NCC(c1cccnc1)N1CCN(c2ccccc2)CC1)c1ccco1 (configuration not stated)	.	.	-0.1	-12	99	16	1	90	.	12
Cc1ccc(C(=O)COC(=O)CNC(=O)c2cccs2)cc1C	1.2	-4	0.2	-11	102	8	-2	98	0.8	11
Cc1ccc(NCc2nnc(SCC(=O)Nc3ncc(C)s3)n2Cc2ccco2)c(C)c1	0.98	-8	0.1	-10	101	3	-2	103	3.0	10
Cc1cc(C)n(CCN(C)Cc2nc(Cc3ccccc3F)no2)n1	1	-2	-0.2	-32	106	-6	-8	108	-1.2	32
Cc1cccc2cc(CN(CCN3CCOCC3)C(=O)NCc3ccccc3)c(=O)[nH]c12	1.1	-7	0.0	7	100	3	0	101	-0.7	-7
COC(=O)c1cccc(N2C(=O)c3cccnc3C2=O)c1	0.98	6	-0.2	-10	103	-2	-3	102	3.0	10
CC(NC(=O)COC(=O)CCNC(=O)c1ccco1)C12CC3CC(CC(C3)C1)C2 (configuration not stated)	1.2	-9	0.0	-20	105	-1	-5	107	-0.3	20
CCNC(=O)COC(=O)c1[nH]c(C)c(C(=O)OC)c1C	1.2	8	-0.3	-27	120	0	-25	101	1.6	27
Cc1noc(C)c1S(=O)(=O)Nc1ccc(C(=O)N2CCN(c3ccc(Cl)cc3)CC2)cc1	0.84	-2	-0.4	-13	90	3	11	106	2.6	13
O=C(/C=C/c1ccc(Cl)cc1)Nc1nccs1	8.5*	44	-0.1	-184	109	44*	-10	67	0.9	184*
CCOC(=O)c1cc2sccc2n1CC(=O)OC(C)C	1.2	-2	-0.1	-7	92	3	9	100	-0.5	7
N#C/C(=C\c1cn(CCOc2ccccc2)c2ccccc12)C(=O)NCC1CCCO1 (configuration not stated)	0.4	3	0.1	-3	102	17	-2	89	16*	3
COc1ccccc1C(=O)NCC(=O)Nc1ccccc1	1.3	13	0.2	-6	92	20	9	86	1.7	6
COc1ccc2[nH]c(=O)c(NC(N)=S)nc2c1	0.76	6	-0.3	-9	99	18	1	88	2.9	9
COc1ccc(C(=O)NC(=S)Nc2nnn(C)n2)cc1	1.2	2	-0.1	-10	102	0	-2	104	4.2	10

Complete entries from above:
Results for CCOC(=O)c1cc2sccc2n1CC(=O)OC(C)C : NF-kB expr up = 1.2; FLuc inhib CS = -2; Hsp70 activator = -0.1; APP 5UTR inh = -7; STAT1 act = 92; STAT3 inh = 3; STAT1 blocker = 9; STAT3 act = 100; RAM inhibit = -0.5; APP 5'UTR act = 7
Results for COC(=O)c1cccc(N2C(=O)c3cccnc3C2=O)c1 : NF-kB expr up = 0.98; FLuc inhib CS = 6; Hsp70 activator = -0.2; APP 5UTR inh = -10; STAT1 act = 103; STAT3 inh = -2; STAT1 blocker = -3; STAT3 act = 102; RAM inhibit = 3.0; APP 5'UTR act = 10

Following part
SMILES	NF-kB expr up	FLuc inhib CS	Hsp70 activator	APP 5UTR inh	STAT1 act	STAT3 inh	STAT1 blocker	STAT3 act	RAM inhibit	APP 5'UTR act
C=CCN(CC=C)Cc1ccc(C(=O)OC)o1	1.1	-2	-0.1	-14	95	4	5	101	2.6	14
C=CCn1c(=O)/c(=C/c2cc(OC)c(OC)c(OC)c2)s/c1=C(/C#N)c1nc2ccccc2n1C	0.91	-3	-0.1	-14	104	1	-5	105	5.7	14
Cn1cnnc1SCC(=O)Nc1ccc(OCc2ccccc2)cc1	1.7	25	0.2	-34	115	6	-16	99	1.1	34
COc1ccc(C(C(=O)NC2CCCCC2)N(C(=O)CCl)c2cccc(Cl)c2)cc1 (configuration not stated)	0.09	-3	-0.3	-29	96	5	4	94	2.7	29
COc1ccc(C(=O)c2c[nH]c(C(=O)NCc3cccs3)c2)cc1	1	-3	-0.1	-9	102	12	-2	97	4.3	9
CCOC(=O)C(C)On1c(-c2ccccc2)nc2ccc([N+](=O)[O-])cc21 (configuration not stated)	2.7	6	0.1	-95	132*	4	-34	97	2.0	95
COc1ccc(OCC(=O)Nc2c3c(nn2C(C)(C)C)CSC3)cc1	1.1	4	-0.1	-12	95	-2	2	106	-0.5	12
COc1c(C)cc(C(=O)C2CCCN(Cc3ccc(Oc4ncccn4)cc3)C2)cc1C (configuration not stated)	0.74	-11	-0.1	3	78	31	24	81	-0.6	-3
COCCCNC(=O)Nc1ccc(Br)cc1Cl	1.4	-6	1.3	-13	111	9	-12	94	-0.2	13
CCN(CC)CCOc1cccc(C(C)C)c1	1.9	-9	-0.1	-8	97	7	2	99	1.4	34
COC(=O)c1ccc(NC(=O)CN2CCN(S(=O)(=O)c3cc(Cl)ccc3OC)CC2)cc1	0.79	-4	-0.6	13	98	4	2	103	1.2	-13
CCN(CC(=O)NC1CCCCC1)S(=O)(=O)c1ccc(Cl)cc1	1.1	-7	-0.2	-7	91	19	9	86	1.9	7
COc1ccc(-c2c(C)n([O-])c3c([n+]2=O)CCCC3)cc1OC	1.3	-4	0.2	19	99	-1	0	103	1.7	-19
Cc1ccccc1NS(=O)(=O)c1ccc(OCC(=O)N2CCCCC2)cc1	1.3	-8	-0.3	1	102	-2	-2	102	1.8	-1
COc1ccc(C(=O)Nc2cccnc2)cc1OC	1.2	2	-0.2	-12	94	-6	3	106	-0.6	12
CC(C)(C)c1ccc(CN2C(=O)CSC2=O)cc1	1.1	-5	0.1	3	103	4	-5	103	2.8	-3
COC(=O)c1ccc(CSc2nc3ccccc3o2)cc1	3.8*	26	-0.2	-126	92	39	9	70	8.8*	126
O=C1CC(c2ccc(Cl)cc2)n2nc(NS(=O)(=O)c3ccc(F)cc3)nc2N1 (configuration not stated)	1.1	0	-0.1	-5	96	2	3	107	4.1	5
O=C(O)c1ccc2nc(-c3ccccc3)c(-c3ccccc3)nc2c1	1.5	-2	-0.3	-38	106	-7	-7	104	6.3	38
COc1cc(C2OCC3C(c4ccc(OC5OC(CO)C(O)C(O)C5O)c(OC)c4)OCC23)ccc1O (configuration not stated)	1.2	11	-0.3	8	93	.	6	.	-0.9	-8
Cc1ccc(C(=O)Nc2c(-c3cccs3)nc3cc(C)ccn23)cc1	0.87	-4	-0.5	-6	98	11	2	93	0.6	6

Only Hsp70 activator and STAT3 act (3 entries from above):
canonical_smiles	Hsp70 activator	STAT3 act
COC(=O)c1ccc(CSc2nc3ccccc3o2)cc1	-0.2	70
COc1cc(C2OCC3C(c4ccc(OC5OC(CO)C(O)C(O)C5O)c(OC)c4)OCC23)ccc1O (configuration not stated)	-0.3	.
COc1ccc(C(=O)Nc2cccnc2)cc1OC	-0.2	106
